E coli RNAP: E. coli RNAP inhibitors, biochemical; AID 559, 2006; 62,000 compounds, 0.2% hits; E. coli RNA polymerase, fluorescence transcription assay; inhibition, %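 (tested at 10 µM)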; in the data active = inhibition above about 20%;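 also: 0% = enzyme without compound and 100% = no enzyme blank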
Hsp90 block: tumor Hsp90 inhibitors, primary screen, cell lysate, fluorescence polarization, NCI-N417 lysate; Cy3B-geldanamycin FP displacement; inhibition, % at 30 µM; 64,000 compounds, 0.35% hits; Heat shock protein HSP 90-alpha (Homo sapiens), P07900;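 active = inhibition above 50%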;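 also: 0% = tracer plus lysate wells and 100% = tracer alone without lysate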
HER2 expr 66K: inhibitors of Her2 protein expression, primary screen, SKBR-3 cells, AlphaScreen, 66K library | 65,000 compounds, 0.69% hits | Receptor tyrosine-protein kinase erbB-2 (Homo sapiens), P04626 | AID 645, 2007 | HER2 level % of control, % at 10 µM | SKBR-3 HER2 protein level, 18-24 h; active compounds read low;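 active = HER2 level under 5% of the carrier-only control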;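 also: 100% = DMSO carrier and 0% = 500 nM PU-H71 HSP90 inhibitor; lower value means stronger loss of Her2 protein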
Target sequence (P04626 whole entry, looked up): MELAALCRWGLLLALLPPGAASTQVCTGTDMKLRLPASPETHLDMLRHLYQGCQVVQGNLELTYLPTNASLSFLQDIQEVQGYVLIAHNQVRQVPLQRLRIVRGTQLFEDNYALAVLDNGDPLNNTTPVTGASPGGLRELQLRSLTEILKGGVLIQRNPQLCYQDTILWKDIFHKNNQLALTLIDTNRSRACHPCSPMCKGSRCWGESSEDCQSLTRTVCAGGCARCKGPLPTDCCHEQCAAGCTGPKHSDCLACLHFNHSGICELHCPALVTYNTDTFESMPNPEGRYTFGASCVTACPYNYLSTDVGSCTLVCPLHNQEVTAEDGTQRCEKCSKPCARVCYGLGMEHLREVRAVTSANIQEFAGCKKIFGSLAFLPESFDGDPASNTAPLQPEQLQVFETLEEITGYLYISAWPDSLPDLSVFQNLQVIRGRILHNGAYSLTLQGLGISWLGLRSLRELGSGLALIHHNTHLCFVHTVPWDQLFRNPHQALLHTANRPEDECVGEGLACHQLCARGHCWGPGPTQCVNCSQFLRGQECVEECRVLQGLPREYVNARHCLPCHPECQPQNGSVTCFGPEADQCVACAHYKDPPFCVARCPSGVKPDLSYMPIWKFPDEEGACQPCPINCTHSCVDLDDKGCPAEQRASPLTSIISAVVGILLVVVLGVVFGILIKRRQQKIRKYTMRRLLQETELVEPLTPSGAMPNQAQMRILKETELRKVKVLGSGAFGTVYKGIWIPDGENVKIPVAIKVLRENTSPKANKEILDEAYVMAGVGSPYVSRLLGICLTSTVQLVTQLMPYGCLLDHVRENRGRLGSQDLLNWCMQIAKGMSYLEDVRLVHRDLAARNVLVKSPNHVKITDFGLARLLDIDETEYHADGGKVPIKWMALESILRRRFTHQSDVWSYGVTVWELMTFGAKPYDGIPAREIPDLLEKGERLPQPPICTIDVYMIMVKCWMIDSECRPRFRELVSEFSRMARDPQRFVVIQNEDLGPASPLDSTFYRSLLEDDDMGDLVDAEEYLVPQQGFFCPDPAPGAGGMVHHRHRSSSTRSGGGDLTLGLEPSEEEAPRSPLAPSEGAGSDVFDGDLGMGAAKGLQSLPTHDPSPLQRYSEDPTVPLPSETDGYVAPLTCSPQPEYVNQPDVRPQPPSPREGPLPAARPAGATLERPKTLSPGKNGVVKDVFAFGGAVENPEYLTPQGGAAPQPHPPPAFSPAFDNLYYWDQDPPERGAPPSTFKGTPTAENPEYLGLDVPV
NADH enzymes: inhibitors of PK/LDH coupling enzymes, profiling panel, artefact control, biochemical, MLSMR library | coupled PK/LDH NADH assays, four targets | IC50, µM (highest dose often 10 µM), inactives show top-dose inhibition | 65,000 compounds, 0.02% hits;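 active = single-dose screening hits from any of four coupled enzyme assays that gave an IC50 when retested across doses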;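 also: the DPM-DC format reads NADH fluorescence rather than 340 nm absorbance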
M1 antag: antagonists of rat M1 muscarinic receptor. 64,000 compounds, 3.4% hits. CHO-M1 cells, Fluo-4 calcium, ACh EC80 antagonist mode; active compounds read low. Muscarinic acetylcholine receptor M1 (Rattus norvegicus), P08482. AID 628, 2007. B-score at 10 µM;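 active = calcium fluorescence response, raw or row-and-column corrected B-score, differing from the plate sample mean either way at a set confidence level, mostly lower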
D1 mod: D1 CRE-luciferase signal change, two-sided – cell-based, HEK293 D1, dopamine EC30, D1 allosteric modulator project, primary screen. B-score at 10 µM. 58,000 compounds, 5.9% hits. D(1A) dopamine receptor (Homo sapiens), P21728. dopamine EC30 potentiation; actives deviate in either direction;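 active = luminescence count or its row- and column-corrected plate score outside the 99.7% band of the plate's sample wells, on either side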
M1 agonist: M1 muscarinic receptor agonists, primary screen, CHO-M1 cells, Fluo-4 calcium, agonist mode | B-score at 10 µM | 64,000 compounds, 3% hits | Fluo-4 calcium fluorescence; active compounds read high | Muscarinic acetylcholine receptor M1;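 active = fluorescence rise, raw or as B-score row- and column-corrected plate score, outside the 99.7% band of its plate's samples, either direction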
5HT1a ag: human 5-HT1a receptor agonists, primary screen, cell-based, CHO, Ga15 NFAT-bla reporter; 5-hydroxytryptamine receptor 1A (Homo sapiens), P08908; CHO 5-HT1a Ga15 NFAT-bla reporter, FRET ratio; 0% basal, 100% maximal reference agonist; activation, % at 10 µM; 65,000 compounds, 0.56% hits; AID 567, 2006;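 active = activation above the screen-wide mean activation plus 3 SD, cut at about 19% in these data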;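 also: 0% = DMSO wells and 100% = 5-CT at EC100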
Autofluor 339: intrinsic fluorescence of library compounds, ex339/em460 – biochemical, MLSMR library, data from DPM-DC assay, artefact control, profiling panel; 65,000 compounds, 5.5% hits; compound autofluorescence, ex339/em460 nm, NADH buffer; active compounds read high; 1 = no-compound wells, NADH background; AID 709, 2007; fluorescence fold increase at 10 µM;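 active = at 10 µM, mean starting fluorescence two-fold or more over control wells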;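 also: signal is the first read of a kinetic run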
* = called active by the depositor; . = not tested or not shown; [ ] = dose if it differs, or a comment.

mol	E coli RNAP	Hsp90 block	HER2 expr 66K	NADH enzymes	M1 antag	D1 mod	M1 agonist	5HT1a ag	Autofluor 339
NC(=O)c1cccc(S(=O)(=O)N2CC(c3ccccc3)CC2=O)c1 (centres undefined)	3	-3	96	3%	-0.29	.	-1.1	-0.1	1.1
O=C(O)C1C2C=CC3(CN(Cc4ccco4)C(=O)C13)O2 (centres undefined)	5	-4	98	4%	0.033	0.29	0.58	-1.9	1
O=C1Cc2ccccc2C(=O)N1CCc1ccccc1	11	-7	84	0%	0.087	-0.91	-0.23	-0.5	1.2
CCC(C)Cn1c(S(=O)(=O)O)nc2ccccc21 (centres undefined)	4	3	102	1%	-0.16	-0.74	-0.033	-3.4	1.1
CN=C1SC(CC(=O)Nc2cccc(C(F)(F)F)c2)C(=O)N1C (centres undefined)	1	-1	111	0%	-1	-1.1	-0.36	-0.7	1.1
COc1cc(C(c2nnnn2C2CCCC2)N2CCN(C)CC2)cc(OC)c1OC (centres undefined)	-3	-2	95	5%	-0.027	-0.88	0.5	-0.6	1.1
CCc1ccc(CNc2ccc(N3CCN(C(C)=O)CC3)cc2)cc1	.	57*	90	0%	-0.11	-0.68	-0.64	-2.4	1.2
COc1cc(SC)ccc1C(=O)NC1CCCCC1	8	-3	94	0%	.	-0.26	.	-1.0	1.1
O=C(N1CCOCC1)N1CCN(S(=O)(=O)N2CCOCC2)CC1	8	1	96	5%	-0.3	-0.29	0.66	-0.2	1.1
COc1cc(C2NC(=O)NC(C)=C2C(=O)OC(C)(C)C)ccc1OCC(=O)O (centres undefined)	8	-9	160	4%	0.24	-1.1	-0.36	0.3	1.1
C/C(N)=C(\C#N)C(=O)NCc1ccccn1	8	-1	104	8%	-0.01	-0.18	0.025	2.0	1.1
CCOC(=O)C1C(=O)CC(C)(O)C(C(=O)OCC)C1c1ccco1 (centres undefined)	6	24	90	3%	-0.9	0.97	-0.92	0.5	1.1
O=C(Cn1cnc2c(nnn2Cc2ccccc2)c1=O)NCc1ccco1	2	-2	97	8%	0.15	0.64	0.54	-0.4	1.1
CCn1c(SCc2nnc(-c3ccccc3)o2)nnc1-c1ccc(S(=O)(=O)N2CCCC2)cc1	1	0	83	1%	-0.39	-1.5	0.011	-0.4	1.1
CSc1nnc(-c2cnccn2)n1C	-3	1	89	1%	0.026	-1.5	0.37	-1.6	0.99
O=S(=O)(c1ccc(-c2csc(-c3cccnc3)n2)cc1)N1CCCC1	.	-7	98	1%	0	1.2	-0.37	-0.8	1.2
Cc1ccc(CNC(=O)CCCn2c(=O)c3ccccc3n(CC(=O)NC3CCCC3)c2=O)cc1	1	-1	120	5%	0.48	0.96	0.24	-1.6	0.94
O=C(C1=C(O)C(=O)N(CCN2CCOCC2)C1c1cccs1)c1cc2ccccc2o1 (centres undefined)	8	.	95	6%	-0.34	.	-0.081	-2.2	1.1
Cn1c(=O)c2c(ncn2CC(O)CNc2ccc(Br)cc2)n(C)c1=O (centres undefined)	8	-15	71	7%	.	0.35	.	0.3	1.1
O=C(C1CC1)N1CCc2cc(S(=O)(=O)NCC3COc4ccccc4O3)ccc21 (centres undefined)	8	-1	122	0%	1.1	-0.5	-2.3	-0.1	1.1
CCc1nnc(NC(=O)CSc2nnc(Cc3cccn3C)n2C)s1	0	-2	86	13%	0.61	-0.39	1.1	-0.3	1
c1cncc(CSc2nnc(-c3cccnc3)n2Cc2ccco2)c1	.	-2	95	3%	-0.46	0.038	0.088	-1.4	1.1
CC(C)C(NC(=O)c1ccccc1)C(=O)NC1=NCCS1 (centres undefined)	2	1	84	4%	0.11	-0.28	-0.58	-2.6	1.1
Cc1cc(N2C(=O)C(=O)/C(=C(/O)c3ccc(F)cc3)C2c2cccc(Br)c2)no1 (centres undefined)	10	2	96	2%	0.1	0.26	-0.75	1.0	1
COc1ccc(C)cc1C(=O)C1CC(C(=O)O)C(C)(C)C1C (centres undefined)	7	-3	91	2%	0.3	-0.43	0.8	0.4	1.2
O=C(Nc1ccc(Br)cc1)N1CCCCCCC1	6	-2	74	4%	-0.45	-0.16	0.61	-3.8	1.1
Cc1onc(C(=O)N2CCC(C(N)=O)CC2)c1-c1ccccc1Cl	.	-2	110	0%	0.25	-0.32	-0.012	-1.2	1.1
COC(=O)c1sc(NC(=O)C2CCCCC2C(=O)O)c(C(=O)OC)c1C (centres undefined)	1	-8	90	7%	0.44	-0.97	-0.0042	2.5	1.1
COCC(C)NCc1ccc(C)cc1C (centres undefined)	6	3	90	20%	0.1	-0.49	0.55	0.1	1.1
COc1ccc(C(=O)NCc2cccnc2)cc1OC	-10	-1	108	4%	-0.16	2.1	-0.028	-1.9	1.1
O=C(CSc1nnc(CNC(=O)c2cccs2)o1)NC1CCCCC1	1	-3	118	5%	-0.046	-0.93	-0.26	-2.4	1.1
CCSC(C)CC1C/C(=N/O)c2c(C)noc2C1 (centres undefined)	-2	1	87	5%	-1.3	3.1	0.039	0.3	1
COc1cc2ccccc2cc1-c1nnc(COc2ccccc2)o1	6	0	81	8%	-0.68	-0.35	-0.65	0.2	1.7
COCCNC(=O)c1cn(C)c(=O)c2cc(OC)c(OC)cc12	4	.	104	2%	0.59	.	0.26	0.5	1.1
COc1ccc(OC)c(NC(=O)CN2CCN(C(=O)c3ccco3)CC2)c1	5	4	88	3%	-0.016	0.17	-0.24	-1.9	1.1
COc1ccc(CCNC(=O)C2CCCN(Cc3nc(-c4cccc(Cl)c4)oc3C)C2)cc1OC (centres undefined)	7	-2	72	5%	-1.9	0.2	0.2	2.7	1.1
COCCNC(=O)c1cc(-c2ccccc2OC)on1	0	-2	66	0%	-0.066	0.023	1	2.7	1.2
O=C(NC1CC2CCC1C2)C1COc2ccccc2O1 (centres undefined)	11	1	124	3%	-0.069	2.5	0.77	-0.6	1.1
O=C(O)c1cccnc1SC1CC(=O)N(c2cccc(C(F)(F)F)c2)C1=O (centres undefined)	1	0	86	4%	0.94	0.37	-0.39	-0.7	1
CC(NC(=O)c1cccnc1)C(=O)N1CCCCC1 (centres undefined)	7	-5	85	7%	-1.7	0.18	0.39	-1.6	1.1
CCCCN1C(=O)c2ccc(C(=O)Nc3cccnc3)cc2C1=O	4	1	98	8%	0.59	1.2	3.5	-1.4	1.1
COC(=O)COc1ccc(S(=O)(=O)NC2CCCCCC2)cc1	0	-1	25	4%	0.022	-1.1	-0.81	1.8	1
CCCOC(=O)CSc1nnc(-c2cc(OC)c(OC)c(OC)c2)o1	-1	0	91	3%	-0.11	0.92	0.15	-1.1	1.1
COc1ccc(CNC(=O)CSc2nc3nc(C)cc(C)n3n2)cc1	2	-2	100	4%	-0.071	-0.042	-0.00075	0.3	1
CCOC(=O)CSc1nnc(CNC(=O)c2cccs2)n1-c1cccc(C)c1	4	-3	93	5%	0.0019	-0.22	0.047	-2.5	1.1
Cc1ccc(NC(=O)Nc2ccc3c(c2)N(C)C(=O)CS3)nc1	7	-9	55	3%	-0.38	-0.047	-0.46	3.8	1
Cc1ccc(C(=O)NCCCCNC(=O)c2ccc(C)o2)o1	2	-3	102	4%	-0.25	.	-0.74	-0.8	1.2
NC(=O)c1ccsc1NC(=O)COC(=O)Cc1ccsc1	3	-3	133	3%	0.23	.	-0.057	0.1	1

Other results:
The line under a structure holds: E coli RNAP	Hsp90 block	HER2 expr 66K	NADH enzymes	M1 antag	D1 mod	M1 agonist	5HT1a ag	Autofluor 339
CC(NC(=O)c1ccco1)C(=O)Nc1nc(-c2ccccn2)cs1 (centres undefined)
  3	-2	77	7%	0.18	-1.4	-0.41	-0.8	1.1
N#Cc1c(-n2cccc2/C=N/O)sc2c1CCCC2
  3	2	92	3%	-7*	-0.18	-0.26	-0.6	1.1
CCN(CC)C(=O)c1sc2nc(-c3ccc(OC)cc3)cn2c1C
  -1	-1	91	4%	-0.39	-2.3	-0.024	-1.4	1
O=C(c1cc(-c2ccccn2)nc2c(Cl)cccc12)N1CCN(C(=O)C2CCCO2)CC1 (centres undefined)
  8	-20	79	2%	-0.68	1.1	-0.084	-1.1	1.1
CCOc1ccccc1C(=O)N1CCC(n2nnc3cc(C)ccc32)CC1
  .	-5	95	5%	0.52	0.42	-0.072	-2.6	1.1
CCCc1cc(=O)n2c(nc3ccccc32)[nH]1
  4	-4	69	4%[fluoresces]	-0.91	1.6	0.077	2.4	3.9*
COc1ccc(C(=O)CSc2cc(C)nc3nc(C)nn23)cc1OC
  1	-2	79	6%	-0.051	5.1*	-1.2	0.2	1.1
COc1ccc(-c2nnc3ccc(SCC(=O)NCc4ccco4)nn23)cc1
  -2	-3	85	6%	-0.16	1.9	-0.66	-0.9	1.1

Shown field by field: 4 of the compounds above
Molecule: N#Cc1c(-n2cccc2/C=N/O)sc2c1CCCC2
  E coli RNAP: 3 | Hsp90 block: 2 | HER2 expr 66K: 92 | NADH enzymes: 3% | M1 antag: -7* | D1 mod: -0.18 | M1 agonist: -0.26 | 5HT1a ag: -0.6 | Autofluor 339: 1.1

Molecule: CCN(CC)C(=O)c1sc2nc(-c3ccc(OC)cc3)cn2c1C
  E coli RNAP: -1 | Hsp90 block: -1 | HER2 expr 66K: 91 | NADH enzymes: 4% | M1 antag: -0.39 | D1 mod: -2.3 | M1 agonist: -0.024 | 5HT1a ag: -1.4 | Autofluor 339: 1

Molecule: O=C(c1cc(-c2ccccn2)nc2c(Cl)cccc12)N1CCN(C(=O)C2CCCO2)CC1 (centres undefined)
  E coli RNAP: 8 | Hsp90 block: -20 | HER2 expr 66K: 79 | NADH enzymes: 2% | M1 antag: -0.68 | D1 mod: 1.1 | M1 agonist: -0.084 | 5HT1a ag: -1.1 | Autofluor 339: 1.1

Molecule: CCOc1ccccc1C(=O)N1CCC(n2nnc3cc(C)ccc32)CC1
  E coli RNAP: . | Hsp90 block: -5 | HER2 expr 66K: 95 | NADH enzymes: 5% | M1 antag: 0.52 | D1 mod: 0.42 | M1 agonist: -0.072 | 5HT1a ag: -2.6 | Autofluor 339: 1.1

From PubChem BioAssay
